T cell HTS – modulators of CD8 T cell-vesicle binding, primary screen, mouse 2C CD8+ T cells, flow cytometry. calls only at 7 µM. 2C CD8+ T cell-vesicle binding; hits give low values. 330,000 tested, 0.068% active;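 active = response, share of CD8 T cells binding vesicles, and their 90th percentile fluorescence all below set limits, cut at about 80% in these data, passing the limit was not always enough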
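Material: murine 2C transgenic CD8+ T lymphocytes / Also added: QL9-peptide-loaded Drosophila micro-vesicles bearing Ld, ICAM-1 and B7-1 / Schedule: binding step 1.5 h, 37 °C, antibody labelling 20 min, ice / Signal: flow cytometry, PE anti-B7-1 (FL2) versus Alexa647 anti-CD8 (FL8), PFA-fixed / Evaluation: percent CD8+ FL2 mean versus row control / Benchmarks: naked versus QL9-loaded vesicles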
K1F lysis inhibition – inhibition of K1F phage lysis, E. coli UTI89, bacterial capsule biogenesis inhibitors, alamar blue (AID 488966); E. coli UTI89 K1F phage lysis, alamar blue, 2 h; higher % means a stronger effect; inhibition, % at 100 µM; hits with a dose series show IC50 in µM; 340,000 tested, 0.02% active;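 active = phage lysis inhibition, versus mean bacterial control, above a set limit; inconclusive = no clear call, values can overlap the other calls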;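 note: capsule biogenesis inhibitors block K1F phage lysis so surviving cells raise fluorescence; higher fluorescence means more inhibition of phage lysis; actives were called in the ten point dose series up to 300 µM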
Myeloid diff MLP – induction of myeloid progenitor differentiation, primary screen, cell-based, flow cytometry, MLPCN library. ER-HoxA9 myeloid progenitors, lysozyme-GFP differentiation. calls only at 10 µM. 360,000 tested, 1% active;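 active = normalized GFP-positive differentiation at or above the plate's own cutoff, the solvent-only control mean plus 3 SD; inconclusive = no clear call, values can overlap the other calls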;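 note: cells exposed to compound for four days before flow analysis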
NTR1 agonist – agonists of NTR1, primary screen, imaging, U2OS cells, beta-arrestin-GFP, high content (AID 493036); Neurotensin receptor type 1 (Homo sapiens), P30989; NTR1-U2OS beta-arrestin-GFP spot imaging, agonist mode; activation, % at 20 µM; 330,000 tested, 0.17% active;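 active = activation at or above 40% of the spot to cytoplasm intensity ratio, with at least 20 cells analyzed; inconclusive = wells under 20 cells, flagged as cytotoxic or low count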;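 note: 0% = DMSO without peptide and 100% = 100 nM NTR1 peptide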
Target sequence (P30989 whole entry, looked up): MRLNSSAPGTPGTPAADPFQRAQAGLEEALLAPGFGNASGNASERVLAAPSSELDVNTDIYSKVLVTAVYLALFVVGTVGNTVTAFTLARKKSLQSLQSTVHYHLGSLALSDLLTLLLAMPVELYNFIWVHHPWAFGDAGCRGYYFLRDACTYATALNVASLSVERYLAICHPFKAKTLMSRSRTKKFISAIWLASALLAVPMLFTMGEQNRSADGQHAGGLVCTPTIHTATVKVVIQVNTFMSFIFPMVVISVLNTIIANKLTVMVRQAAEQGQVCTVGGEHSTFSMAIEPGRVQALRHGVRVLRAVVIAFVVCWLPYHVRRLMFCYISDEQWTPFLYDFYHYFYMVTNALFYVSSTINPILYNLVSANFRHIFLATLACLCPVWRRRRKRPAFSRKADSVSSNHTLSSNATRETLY
RSV antiviral HEp-2 – RSV antiviral activity via CPE protection, HEp-2 cells, primary 10 µM value included (AID 2391); HEp-2 cells, RSV-induced CPE inhibition; higher % means a stronger effect; CPE inhibition, % at 10 µM; hits with a dose series show IC50 in µM; 310,000 tested, 0.13% active; in the data active = a potency from the dose series; inconclusive = CPE inhibition mostly from about 23% at the one dose, without a potency; inactive = the rest, 99 in 100 with CPE inhibition below about 21%; note: strong numbers were not always called active
Large T inhibition – SV40 large T antigen inhibitors, biochemical (AID 1903). 310,000 tested, 0.39% active. SV40 large T antigen ATPase/helicase inhibition assay; higher % means a stronger effect. one-dose inhibition, % at 20 µM; IC50 in µM for titrated hits; in the data active = a potency from the dose series; inconclusive = inhibition mostly from about 32% at the one dose, without a potency; inactive = the rest, 99 in 100 with inhibition below about 32%; note: strong numbers were not always called active
Salmonella PhoP GFP – inhibitors of PhoP regulon expression, primary screen, Salmonella Typhimurium, GFP reporter (AID 1863); S. Typhimurium PhoP-regulated promoter GFP reporter, 4 h; higher % means a stronger effect; inhibition, % at 50 µM, or IC50 in µM where a hit was titrated; 300,000 tested, 0.16% active;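 active = inhibition over 29.93%, a cutoff 3 SD above the screen mean, later confirmed by dose response; inconclusive = inhibition over 29.93% but no dose response follow-up; inactive = inhibition at most 29.93% or unconfirmed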;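 note: 0% = low Mg2+ inducing control and 100% = high Mg2+ repressing control; strong numbers were not always called active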
Rac1 GTP hydrolysis – MgcRacGAP GTPase-activating activity inhibitors, confirmation, biochemical, ADP Hunter fluorescence; inhibition, % at 30 µM; hits with a dose series show IC50 in µM; 340,000 tested, 0.6% active; AID 624330, 2012; MgcRacGAP-stimulated Rac1 GTP hydrolysis, ADP Hunter fluorescence; higher % means a stronger effect; GST-tagged Rac1 F28L mutant substrate; Rac GTPase-activating protein 1 (Homo sapiens);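 active = first-screen hits whose inhibition reached a set limit at any dose in the follow-up dose series; inconclusive = inhibition above the set first-screen limit but never retested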;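 note: fluorescence reports GDP produced by GAP-driven GTP hydrolysis; strong numbers were not always called active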
TNAP activators – human TNAP enzyme activators, primary screen, biochemical, luminescent, no phosphate acceptor, uHTS (AID 1001); Alkaline phosphatase, tissue-nonspecific isozyme (Homo sapiens); purified TNAP, luminescent activation assay, no phosphate acceptor; higher activation fold means a stronger effect; one-dose activation fold at 20 µM; EC50 in µM for titrated hits; 200,000 tested, 0.03% active; in the data active = activation fold from about 3, or a potency from the dose series; inactive = the rest, 99 in 100 with activation fold below about 1.6; note: many of its hits are not listed in these tables
T cell HTS vesicle-bound % – second read-out of T cell HTS, no call of its own (marks repeat the call); double positive events, %; measured here: CD8+ vesicle-bound cell fraction;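 binding gate set so that unloaded-vesicle control wells show 10% double positive cells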
NTR1 agonist cell count 20 µM – second read-out of NTR1 agonist, no call of its own (marks repeat the call); cell count; measured here: cell count, cytotoxicity flag
Myeloid diff MLP GFP+ MAC1+ % – second read-out of Myeloid diff MLP, no call of its own (marks repeat the call); GFP+ MAC1+ double positive, %; measured here: differentiation confirmed by MAC1 staining
Active calls of the source: *; i = inactive; ? = inconclusive; / = not tested or not shown; & = joins results of further samples; [ ] = dose if it differs, or a comment.

SMILES | T cell HTS | T cell HTS vesicle-bound % | K1F lysis inhibition | Myeloid diff MLP | Myeloid diff MLP GFP+ MAC1+ % | NTR1 agonist | NTR1 agonist cell count 20 µM | RSV antiviral HEp-2 | Large T inhibition | Salmonella PhoP GFP | Rac1 GTP hydrolysis | TNAP activators
CC(C(=O)O)c1ccc(N2Cc3ccccc3C2=O)cc1 (stereo not given) | i | 13.9 | 4.6% | i | 1.8 | 2.7 | 66 | -2.1% | 7.5% | -2.6% | 5.2% | 1.1
CCOc1ccc(CNC(=S)Nc2ccccc2)cc1Cl | i | 56.2 | 0.0% | i | 0.7 | 1.3 | 62 | 1.1% | 10.1% | -12.0% | 10.8% | /
CN(C(=O)COC(=O)/C=C/c1cn(-c2ccccc2)nc1-c1ccc2c(c1)OCCO2)C1CCS(=O)(=O)C1 (stereo not given) | i | 62.1 | 0.0% | i | 0.4 | -0.8 | 60 | 0.9% | 5.6% | 5.0% | 5.8% | 1.1
COc1ccc(-n2nnnc2SCC(=O)c2ccc3c(c2)OCCO3)cc1 | i | 8.8 | -0.4% | i | 0.0 | 1.4 | 57 | 4.3% | 10.1% | 3.9% | 2.4% | 1.1
COc1ccc(/C=N/Nc2ccccc2C(=O)O)cc1 | i | 10.1 | -0.9%[50 µM] | i | 0.4 | 0.0 | 96 | 12.7% | 17.0% | -1.2% | 8.2% | /
CC(C)NC(=S)NN=C1c2ccccc2-c2ccccc21 | i | 53.1 | 0.4% | i | 0.4 | 6.5 | 44 | -1.5% | -2.4% | -1.7% | 6.9% | 1
CCCc1c(C(=O)N/N=C/c2ccc(OCc3ccccc3)c(OC)c2)nnn1-c1nonc1N | i | 9.3 | -0.2% | i | 2.6 | 3.1 | 56 | 0.7% | 13.4% | 4.4% | -21.5% | /
CCOC(=O)C1(CCOc2ccccc2)CCN(CC2CC2)CC1 | i | 55.9 | 0.2% | i | 1.3 | -1.2 | 44 | -0.8% | 10.7% | -1.7% | 7.8% | /
CCCNC(=O)C(=O)NCC(c1ccc2c(c1)OCO2)N1CCN(c2ccc(F)cc2)CC1 (stereo not given) | i | 38.9 | 0.3% | i | 1.4 | 1.1 | 62 | 3.9% | -2.3% | 9.0% | 8.7% | /
O=c1cc(NC2CCCCC2)[nH]c(=O)[nH]1 | i | 25.1 | 2.2% | i | 0.6 | -0.8 | 40 | 1.3% | 20.4% | / | 11.5% | /
CCN(C(=O)CSc1nnc(-c2ccncc2)n1C)C1CCS(=O)(=O)C1 (stereo not given) | i | 13.7 | -0.5% | i | 3.9 | 0.3 | 33 | -0.3% | -1.7% | -8.3% | 5.5% | 1
CCOc1cc(S(=O)(=O)NC2CC(C)(C)NC(C)(C)C2)ccc1Cl | i | 45.4 | 0.1% | i | 0.7 | -0.4 | 52 | -0.3% | 1.1% | 5.9% | 3.9% | /
CCCCOc1ccc(CONS(=O)(=O)c2ccc(NC(C)=O)cc2)cc1Cl | i | 57.6 | -0.2% | i | 1.1 | 9.4 | 91 | 13.7% | 0.2% | 25.1% | 0.5% | 1.1
COc1cc(/C(C)=N/N2CCN(Cc3ccc(C)cc3)CC2)ccc1O | i | 42.6 | 0.3% | i | 0.3 | 0.4 | 66 | 0.7% | 33.9% | -0.2% | 271µM* | /
COc1ccc(-c2nc3cc(NC(=S)NC(=O)Cc4ccccc4)ccc3o2)cc1 | i | 36.1 | 7.2% | i | 0.8 | 2.0 | 33 | 7.3% | 9.7% | -9.1% | 5.5% | 0.9
CC(=O)N1CCSc2ccc(S(=O)(=O)NCc3ccccc3)cc21 | i | 35.4 | 0.0% | i | 0.0 | 0.2 | 57 | 13.1% | 13.7% | 0.6% | -20.9% | /
O=C(COC(=O)c1ccc([N+](=O)[O-])s1)Nc1ccc(F)cc1 | i | 13.0 | -1.3%[50 µM] | i | 1.0 | 1.3 | 49 | 0.2% | / | / | 8.5% | /
COc1ccc2nc(C)cc(N3CCN(c4ccccc4)CC3)c2c1 | i | 38.4 | 0.7% | i | 1.2 | 3.9 | 56 | 10.8% | 9.6% | 1.4% | 8.0% | /
Cc1cc2nc(/N=C(\N)NC(=O)N3c4ccccc4Sc4ccccc43)nc(C)c2cc1C | i | 43.8 | 2.7% | i | 0.3&0.0 | / | / | 3.3% | 21.3% | 11.3% | 71.1%&90.3% | 1
CCN(CC)C(=O)Cn1cc(C(=O)C(=O)N2CC=C(c3ccccc3)CC2)c2ccccc21 | i | 58.2 | 0.4% | i | 0.6 | 0.7 | 48 | 4.2% | 23.6% | -2.1% | 5.2% | 1.1
CC(C)Cn1c(N)c(C(=O)COC(=O)CC23CC4CC(CC(C4)C2)C3)c(=O)n(C)c1=O | i | 54.8 | -2.0% | i | 1.0 | 20.1 | 44 | 4.5% | 4.4% | 10.7% | -1.2% | 1
Cc1cc2cc3c(cc2nc1SCc1ccccn1)OCCO3 | i | 22.2 | 2.1% | i | 0.2 | 3.5 | 40 | 1.3% | 20.4% | -1.9% | 2.8% | 1.2
CCOC(=O)C1(Cc2ccc(Cl)cc2)CCN(C(=O)c2cnc(C)cn2)CC1 | i | 27.7 | 0.1% | i | 0.3 | -0.5 | 65 | -0.3% | 19.3% | 0.4% | 3.2% | /
Cc1ccc(CCSc2ccc(C(C)C)cc2)cn1 | i | 36.7 | 0.8% | i | 0.4 | 2.7 | 27 | 0.1% | 12.9% | 2.0% | 2.5% | 1.1
CC(C)CC(C(=O)Oc1ccc2c3c(c(=O)oc2c1)CCC3)N1C(=O)c2ccccc2C1=O (stereo not given) | / | / | 1.1% | i | 7.4 | / | / | / | 12.0% | 10.9% | 7.1% | 1
Cc1cccc(N2CCN(C3=NC(=O)C(Cc4ccccc4)S3)CC2)c1 (stereo not given) | i | 30.4 | 1.3% | i | 0.4 | 0.8 | 42 | 2.3% | 2.1% | -8.9% | 7.3% | 1
CCOc1ccc(NC(=O)C2CCN(S(=O)(=O)c3c(C)n[nH]c3C)CC2)cc1 | i | 1.9 | 0.0% | i | 0.4 | -0.1 | 62 | 0.0% | 2.5% | -4.6% | 3.8% | 0.6
CC1CCCC(n2cnc3cc(C(=O)O)ccc32)C1C (stereo not given) | i | 45.5 | 0.2% | i | 0.9 | -0.2 | 61 | -0.6% | 14.6% | -9.8% | 9.1% | 1.2
O=C(NN1C(=O)NC2(CCCCC2)C1=O)c1cc(F)cc(F)c1 | i | 42.3 | 0.6%[50 µM] | i | 0.9 | -2.4 | 49 | 0.8% | / | / | 1.4% | /
Cc1ccc(N2C(=O)CN(Cc3sccc3C)C2=S)cc1C | i | 44.5 | 0.4%[50 µM] | i | 0.6 | 3.6 | 53 | 2.9% | 20.1% | 8.0% | 0.1% | 1.2
Cc1cc(C)c2cc(CN(Cc3cccs3)Cc3nnnn3CC3CCCO3)c(=O)[nH]c2c1 (stereo not given) | i | 27.4 | -0.3% | ? | / | 1.1 | 60 | 7.0% | 16.0% | 10.5% | 7.2% | 1
CCOC(=O)N1CCC(NC(=O)C2CCN(S(=O)(=O)c3ccc4c(c3)oc(=O)n4C)CC2)CC1 | i | 1.1 | 0.3% | i | 0.4 | -0.6 | 43 | 4.1% | 13.1% | -0.9% | 9.5% | 1.2
O=C(COc1ccc(S(=O)(=O)N2CCOCC2)cc1Cl)NC1CC1 | i | 12.7 | -0.1% | i | 0.5 | 0.0 | 45 | 2.0% | 2.9% | -5.1% | -1.2% | /
O=C(COC(=O)[C@H](Cc1c[nH]c2ccccc12)NC(=O)c1cccs1)NCc1ccccc1 | i | 57.8 | 0.0% | i | 0.4 | 1.9 | 46 | 4.5% | -21.1% | 7.7% | 7.8% | 0.9
Cc1ccc(Cn2c(C)nc3ccc([N+](=O)[O-])cc3c2=O)cc1 | i | 46.8 | 0.1% | i | 0.1 | 0.1 | 52 | 14.2% | 9.1% | -3.8% | 12.1% | /
COc1ccc(-c2c(C#N)c(SCC(=O)c3cc4ccccc4oc3=O)nc(C)c2C(=O)Nc2ccccc2)cc1 | i | 32.7 | 2.8% | ? | / | 1.5 | 43 | -1.6% | 4.2% | -2.6% | 8.0% | 1.1
Cn1cccc1C(=O)OCC(=O)Nc1sccc1C#N | i | 17.1 | -1.0% | i | 1.2 | 1.2 | 56 | / | / | / | 8.0% | /
O=C(O)c1ccc(N/N=C/C2=Cc3ccccc3OC2)cc1 | i | 28.0 | -1.1%[50 µM] | i | 0.2 | -0.3 | 50 | 3.2% | 29.8% | -4.8% | 20.1% | /
Cc1ccc(C(=O)OCC(=O)N2CC(=O)Nc3ccccc32)s1 | i | 30.1 | 1.0% | i | 1.2 | 0.8 | 91 | -0.2% | 3.0% | 5.5% | 3.9% | 1.1
Cc1ccc(S(=O)(=O)CCC(=O)N(C)C2CCCCC2)cc1 | i | 62.7 | 0.0% | i | 0.4 | -0.8 | 56 | 0.9% | 1.5% | 1.6% | 11.2% | /
COC(=O)c1ccc2c(=O)n(C3CCCCC3)c(SCC#N)nc2c1 | i | 18.3 | -0.4% | i | 0.9 | 8.8 | 82 | 1.1% | -6.7% | -5.2% | 1.4% | 1
O=C(CN1CCN(Cc2ccccc2)CC1)Nc1ccc(Br)cc1 | i | 37.7 | 0.2% | i | 0.4 | 0.8 | 99 | 2.2% | 7.8% | -3.1% | 8.6% | /
CCC(C)[C@@H](C(=O)Nc1ccc2c(c1)OCO2)N1Cc2ccccc2C1=O (stereo not given in full) | i | 44.8 | -1.6% | i | 2.7 | 5.5 | 47 | 2.2% | -3.1% | 20.9% | 0.5% | 1.1
COc1cccc(CNS(=O)(=O)c2ccc3c(c2)N(C(C)=O)CCO3)c1 | i | 16.5 | 0.3% | i | 0.7 | -0.7 | 71 | 4.1% | 3.2% | 2.7% | 7.2% | /
CCCCNC(=O)CN(CCc1ccccc1)S(C)(=O)=O | i | 2.9 | 8.6% | i | 3.4 | 1.4 | 81 | 1.3% | 8.4% | -4.1% | -1.3% | 1
